Source: PubChem
Yp Topo-I inh: blocks Yersinia pestis topoisomerase I activity. Y. pestis Topo-I cleavage product accumulation, plate reader. activity, % at 10 µM. actives 0.064% (n = 360,000). AID 504884; in the data active = activity above about 50%, passing the limit was not always enough; inconclusive = no clear call, values can overlap the other calls; note: inactives centre near 2
PrPC surface inh: reduces human prion protein on the cell surface; P04156; cell surface PrPC, TR-FRET read-out; inhibition, % at 13.8 µM; actives 0.43% (n = 370,000); in the data active = inhibition above about 24%; note: 0% = median of the test wells and 100% = reference compound wells
FadD28 FP inh: M. tuberculosis FadD28 bisubstrate binding inhibition; inhibition, % at 12.5 µM; AID 588549; actives 0.22% (n = 360,000); FadD28 bisubstrate probe binding, fluorescence polarization; in the data active = inhibition above about 8.5%, passing the limit was not always enough; inconclusive = no clear call, values can overlap the other calls
BoNT-A LC inh2: inhibitors of Botulinum neurotoxin A light chain protease; multiplex microsphere protease substrate cleavage, flow cytometry; inhibition, % at 10 µM; actives 0.17% (n = 360,000); note: plate controls were buffer without enzyme for full effect and enzyme alone for no effect
Anthrax LF inh2: anthrax lethal factor protease inhibition | P15917 | actives 0.12% (n = 360,000) | multiplex microsphere protease cleavage assay, LF | inhibition, % at 10 µM; note: plate controls were buffer without enzyme for full effect and enzyme alone for no effect
Target sequence (P15917 whole entry, looked up): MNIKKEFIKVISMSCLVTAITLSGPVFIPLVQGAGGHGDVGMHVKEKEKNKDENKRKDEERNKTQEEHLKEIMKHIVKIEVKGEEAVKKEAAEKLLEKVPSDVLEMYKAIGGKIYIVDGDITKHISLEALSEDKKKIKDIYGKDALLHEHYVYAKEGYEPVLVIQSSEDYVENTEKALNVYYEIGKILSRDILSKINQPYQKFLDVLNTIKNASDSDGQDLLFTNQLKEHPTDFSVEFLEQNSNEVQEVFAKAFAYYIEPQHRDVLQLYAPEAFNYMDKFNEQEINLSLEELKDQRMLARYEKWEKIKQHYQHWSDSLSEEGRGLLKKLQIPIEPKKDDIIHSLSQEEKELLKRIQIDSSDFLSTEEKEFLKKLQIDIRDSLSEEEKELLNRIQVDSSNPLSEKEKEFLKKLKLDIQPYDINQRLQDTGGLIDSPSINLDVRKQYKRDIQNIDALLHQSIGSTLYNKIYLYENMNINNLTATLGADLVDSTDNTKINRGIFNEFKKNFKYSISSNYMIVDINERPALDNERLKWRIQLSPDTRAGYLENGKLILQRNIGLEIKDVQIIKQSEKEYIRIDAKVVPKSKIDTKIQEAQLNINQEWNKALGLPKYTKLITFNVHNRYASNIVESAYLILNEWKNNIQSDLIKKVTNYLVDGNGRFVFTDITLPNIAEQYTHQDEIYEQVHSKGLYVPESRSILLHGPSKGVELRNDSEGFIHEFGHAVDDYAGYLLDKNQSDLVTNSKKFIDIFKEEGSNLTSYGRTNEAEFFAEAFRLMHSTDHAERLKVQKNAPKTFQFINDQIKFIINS
TcdB inh: inhibitors of Clostridioides difficile toxin B glycohydrolase. P18177. TcdB glycohydrolase enzymatic assay, plate reader. inhibition, % at 9.99 µM. actives 0.24% (n = 350,000); in the data active = inhibition above about 10%
PfHsp40 rescue: rescue of PfHsp40-mediated yeast toxicity | growth rescue, % at 12.5 µM | actives 0.68% (n = 340,000) | S. cerevisiae expressing PfHsp40, growth rescue, ATP luminescence; in the data active = growth rescue above about 28%, passing the limit was not always enough; inconclusive = no clear call, values can overlap the other calls;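 note: yeast W303a lacking pdr1 and pdr3 grown in galactose medium; growth measured after three days at 30 °C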
BoNT-F LC inh: blocks Botulinum neurotoxin F light chain protease. Multiplex microsphere protease cleavage assay, flow cytometry. inhibition, % at 10 µM. actives 0.22% (n = 360,000); in the data active = inhibition above about 35%, passing the limit was not always enough; inconclusive = no clear call, values can overlap the other calls; note: plate controls were buffer without enzyme for full effect and enzyme alone for no effect
CCHF vOTU inh: CCHFV vOTU protease inhibition; Pep-AMC fluorescence; inhibition, % at 11.5 µM; actives 0.55% (n = 370,000); AID 651958; in the data active = inhibition above about 30%; note: 0% = vehicle wells with enzyme and 100% = no enzyme wells
Starred values were filed as active, the others as inactive; ? = inconclusive; · = not tested or not shown. Cut-off read from the data, not from the text of the source, unless noted: active = inhibition above about 30%; inconclusive = no clear call, values can overlap the other calls; inactive = below that.

SMILES | Yp Topo-I inh | PrPC surface inh | FadD28 FP inh | BoNT-A LC inh2 | Anthrax LF inh2 | TcdB inh | PfHsp40 rescue | BoNT-F LC inh | CCHF vOTU inh
Cc1ccc(C#N)c(SCC(=O)Nc2nccs2)n1 | 3.0 | -6.5 | -1.4 | -0.6 | -4.9 | 0.0 | -1.1 | -0.4 | -5.6
Oc1c(C(c2ccco2)N2CCC3(CC2)OCCO3)sc2ncnn12 (stereo not given) | 3.7 | 5.2 | -2.9 | -0.9 | 1.2 | -2.7 | -1.3 | -7.2 | 4.7
O=C1NC[C@H](CCCCN2CCN(CCC3CCCCC3)C(=O)C2=O)N(CCc2ccccc2)C1=O | · | 10.9 | · | 1.0 | -10.8 | -0.3 | · | -1.8 | -7.0
CCOc1cc(CNC(CC)CO)ccc1OCC(=O)Nc1cccc(C(F)(F)F)c1 (stereo not given) | -5.7 | 0.4 | -1.7 | -0.1 | -1.2 | 0.0 | -1.1 | -6.1 | 15.0
N#C/C(=C/c1ccc2c(c1)OCO2)C(=O)Nc1ccc(O)cc1 | 5.7 | -4.3 | 0.4 | -0.1 | -3.9 | 2.2 | -1.4 | -6.7 | -5.1
CS(=O)(=O)N1CCN(c2nc3ccc(Cl)cc3s2)CC1 | -4.9 | 3.6 | -1.2 | 0.3 | -4.0 | 0.8 | -0.4 | -1.1 | 4.7
Cc1nc(SCC(=O)Nc2ccc(CN3CCCC3)cc2)c2c(C)c(C)sc2n1 | -2.1 | 10.3 | -5.0 | -0.8 | -5.2 | 0.2 | -0.1 | -25.2 | 20.8
CCOC(=O)c1c(-n2cccc2)sc2c1CCCC2=O | 5.4 | 10.2 | -5.2 | -1.2 | -0.6 | 4.7 | 0.7 | -0.8 | -2.3
COc1ccc(-c2nc(N)ncc2-c2csc(C)n2)c(O)c1 | -4.8 | -7.2 | -0.4 | 0.2 | 1.2 | · | 0.9 | -4.8 | -7.4
CC1=NN(c2cccc([N+](=O)[O-])c2)C(=O)C1 | -12.1 | -9.7 | 1.9 | 0.0 | 5.5 | -2.1 | 0.3 | -5.0 | 12.8
COC(=O)c1ccc(CSc2nnc(-c3ccccc3)n2C)o1 | 11.2 | 2.9 | -1.0 | 0.1 | 4.3 | 1.7 | -0.6 | -2.7 | 14.7
COC(=O)c1ccc(C(=O)OC)c(NC(=O)CSc2nnc(-c3ccccc3Cl)o2)c1 | 8.9 | -4.9 | 0.4 | -0.7 | 3.2 | · | 20.2 | 2.7 | 2.5
CC(=O)Nc1ccc(C=NNC(=O)CCCC(=O)NN=Cc2ccc(NC(C)=O)cc2)cc1 | 9.1 | -14.2 | -0.8 | -0.2 | 1.0 | 0.6 | 0.6 | 0.3 | 1.7
C/C(=N\NC(=O)c1nnn(-c2nonc2N)c1CSc1ccccc1)c1ccco1 | -12.4 | -5.0 | -0.2 | 0.1 | -2.4 | 0.1 | -0.1 | -3.1 | 7.7
COC(=O)CC1COc2ccccc2N1C(=O)/C=C/c1ccccc1 (stereo not given) | 2.3 | 5.8 | 0.4 | -2.6 | 2.2 | 3.5 | 0.5 | -7.1 | 7.7
CCOC(=O)C1CCCN(Cc2ccccc2C)C1 (stereo not given) | 1.4 | 0.7 | -1.9 | -1.8 | -1.0 | · | -1.1 | -8.4 | 2.7
Cc1ccccc1/C=C1\SC(=S)N(/N=C/c2cc([N+](=O)[O-])ccc2O)C1=O | 4.9 | -6.8 | 1.0 | 0.0 | -2.1 | 0.4 | 229.1* | 0.7 | 0.5
NC(=O)c1nsc(C(=O)N(CC(=O)NCc2ccc(F)cc2)Cc2ccco2)c1N | 2.1 | -17.7 | -2.4 | 0.1 | -0.8 | · | 0.6 | 5.9 | -1.8
Cc1cc(C(=O)N2CCN(c3ccc(F)cc3)CC2)on1 | -7.0 | 5.0 | -1.9 | 0.6 | -1.2 | 1.2 | 0.4 | 5.6 | -10.2
COC(=O)c1c(O)cc(C(C)(C)C)n(-c2ccc(F)cc2)c1=O | 1.0 | -7.2 | -1.0 | 0.2 | 0.0 | · | -0.6 | -6.1 | 4.0
COc1ccc(C(=O)N2CCCC(CNC(=O)c3ccc(F)cc3)C2)cc1OC (stereo not given) | -3.8 | -4.6 | 0.4 | -2.8 | 1.2 | 1.6 | 1.7 | -4.8 | -0.4
CC(=O)C[C@@H](O)CC(=O)[C@@H]1OC(=O)[C@@H](C)CCCCc2ccccc21 | 7.1 | 2.9 | -2.0 | 0.0 | -0.9 | -6.6 | -0.2 | -0.8 | 1.9
Cc1ccc(S(=O)(=O)NNC(=O)Cc2cccn2C)cc1 | -0.3 | -3.4 | -1.6 | 0.1 | -0.9 | -1.5 | -0.3 | -2.3 | 0.4
Cc1c(S(=O)(=O)N2CCN(c3cccc(Cl)c3)CC2)c(=O)n(C)c(=O)n1C | -5.9 | 2.3 | -3.8 | -0.5 | 3.5 | -0.6 | -0.2 | -1.1 | 9.8
Cc1nn(CC(=O)Nc2ccc(C(C)C)cc2)c(C)c1[N+](=O)[O-] | -5.2 | 0.0 | -3.1 | -0.4 | -4.3 | 1.8 | 0.0 | -0.9 | 1.5

The list goes on:
SMILES | Yp Topo-I inh | PrPC surface inh | FadD28 FP inh | BoNT-A LC inh2 | Anthrax LF inh2 | TcdB inh | PfHsp40 rescue | BoNT-F LC inh | CCHF vOTU inh
CCCn1nc(C(=O)NNC(=O)c2cc(S(=O)(=O)NC)ccc2Br)c2ccccc2c1=O | -0.8 | -1.3 | -1.1 | 0.6 | -1.9 | -0.8 | -0.4 | 0.9 | 0.1
Cc1ccccc1S(=O)(=O)NC(=O)C1(C)CCN1C(=O)Cc1cccs1 (stereo not given) | -0.9 | 6.7 | -1.4 | -0.7 | 2.4 | 0.3 | · | -7.4 | 1.4
CC1Cc2c([nH]c3ccccc23)C2c3ccccc3CN12 (stereo not given) | -2.8 | 0.9 | · | -0.3 | -4.1 | 0.5 | -0.4 | -26.4 | -19.2
C/C(=C(\C#N)C(=O)NCCN1CCOCC1)N(C)C | 3.5 | 6.7 | -1.5 | -1.8 | -1.8 | 0.9 | -1.2 | -2.7 | 7.0
COc1cccc(NC(=S)N2CCn3c(nc4ccccc43)C2)c1 | 5.0 | -0.4 | -3.8 | -0.5 | -0.5 | 0.8 | 0.9 | -1.7 | 11.4
COc1ccc(NS(=O)(=O)c2cc3c(cc2C)N(C(C)=O)CCO3)cc1 | -1.1 | -3.6 | -0.9 | 0.5 | -7.9 | 1.4 | -1.5 | 2.4 | 0.1
C=CCC(NCc1ccccc1)c1ccc(Cl)cc1 (stereo not given) | 14.3 | 5.7 | -4.4 | -0.2 | -1.1 | 0.5 | -0.6 | -3.5 | 0.2
COc1cc2ccc(-c3ccc4ccccc4n3)cc2cc1OC | 33.2 | 2.2 | -0.8 | 0.1 | -12.3 | 2.5 | · | 2.5 | -18.7
CCOCCCNc1c2c(nc3cc(-c4ccc(F)cc4)nn13)CCC2 | 4.2 | 1.6 | -0.5 | -1.0 | -5.1 | 0.7 | -1.4 | -9.0 | -2.4
CN(CCc1ccccc1)C1CCCN(S(=O)(=O)c2cccc(F)c2)C1 (stereo not given) | 9.8 | 5.2 | -0.7 | -3.6 | 0.1 | 0.5 | 0.2 | 28.6 | -12.6
O=C1c2ccccc2C(=O)c2[nH]cnc21 | -4.8 | -44.9 | -2.4 | -3.4 | -4.3 | 0.7 | -0.8 | ? | 10.7
c1ccc(C2=Nn3c(nnc3-c3cccs3)SC2)cc1 | 6.1 | -6.2 | -1.6 | -2.6 | -13.1 | 2.0 | 2.9 | ? | -6.1
Cc1ccc(-n2nnnc2-c2cnc3ccc(Cl)cc3c2-c2ccccc2)cc1 | 6.3 | 4.3 | -0.6 | -0.6 | -4.8 | · | -0.2 | 5.2 | -8.2
CCC(C(=O)NCc1ccc(F)cc1)n1nc(C)n2c(cc3occc32)c1=O (stereo not given) | 1.6 | -0.8 | -5.1 | -1.3 | 2.5 | 1.1 | 0.2 | -2.5 | 28.2
Cc1cccc(C(C)(C)C)c1OCCN1CCCC1 | -2.1 | 2.1 | -2.3 | -0.1 | -2.5 | 1.2 | -0.5 | -7.0 | -4.3
Cc1ccccc1CS(=O)(=O)CCC(=O)O | 9.0 | 6.7 | 0.4 | -0.6 | -2.2 | -1.0 | 0.6 | 0.3 | 6.1
CCOC(=O)Cc1c[nH]c2ccccc12 | 4.8 | 9.0 | -1.3 | -0.6 | -0.3 | · | -0.4 | -3.9 | -7.8
CCCCN(C)C(=O)c1[nH]c(C(F)(F)F)nc1-c1ccccc1 | · | 2.8 | -0.2 | -0.2 | -5.3 | -0.2 | · | -2.9 | 3.4
O=C(CCCOc1ccc(Cl)cc1Cl)N1CCCc2ccccc21 | 36.3 | 2.5 | -2.8 | 0.7 | -2.2 | · | 5.7 | 4.5 | -1.8
Cc1ccc(NC(=O)COc2ccccc2CNC(C)(C)CC(C)(C)C)cc1 | 16.0 | -7.8 | -0.8 | -2.4 | -16.3 | 1.0 | -0.1 | -2.4 | 10.5
COc1ccc(CCN2CC(C(=O)NCc3cnn(C(C)C)c3)CCC2=O)cc1 (stereo not given) | 5.8 | 2.5 | 0.1 | -1.8 | -0.6 | 1.0 | -1.1 | -2.3 | 1.4
Cc1cc(Oc2ccccc2)nc(SCC(=O)Nc2ccc(Cl)cc2Cl)n1 | 43.7 | -2.2 | -0.4 | ? | -2.1 | · | 4.7 | -11.2 | 7.5
NCCCC[C@H]1CNC(=S)N1CCCCC1CCCCC1 | -13.7 | -0.5 | -7.3 | -0.8 | -6.7 | 1.4 | -1.3 | -4.1 | 6.0
CCOC(=O)C1CCCN(C(=O)c2sc3nc(C)nc(N4CCOCC4)c3c2C)C1 (stereo not given) | -0.5 | -3.4 | -1.9 | -0.8 | -2.2 | · | -0.8 | -14.0 | -5.7
O=C(Cn1c(=O)oc2ccccc21)NCCc1ccccc1 | -3.1 | -5.5 | -1.0 | -0.4 | 7.8 | -2.2 | 1.1 | 4.4 | -9.0

Next section:
SMILES | Yp Topo-I inh | PrPC surface inh | FadD28 FP inh | BoNT-A LC inh2 | Anthrax LF inh2 | TcdB inh | PfHsp40 rescue | BoNT-F LC inh | CCHF vOTU inh
CCCCC(=O)Nc1cc(-c2nc3ncccc3o2)ccc1C | 8.5 | 2.6 | -0.3 | 0.2 | -8.8 | 0.3 | -0.7 | -4.4 | -17.3
Cc1cc(NC(=O)CCC(=O)N(C2CC2)C(C(=O)NC(C)(C)C)c2ccccc2Cl)no1 (stereo not given) | 10.5 | 1.3 | -2.6 | -1.0 | -13.5 | 0.5 | 1.2 | -17.0 | -14.0
O=C(NNS(=O)(=O)c1ccccc1)c1ccc([N+](=O)[O-])cc1 | -1.2 | -19.3 | 1.5 | 2.6 | 12.8 | -24.4 | -0.3 | ? | -14.5
COc1ccc(CCC(=O)OCC(=O)NCc2ccccc2)cc1 | 6.4 | 1.6 | -2.7 | -0.4 | -1.3 | 1.0 | -0.3 | -5.1 | -8.8
CC(C)NC(=O)COC(=O)CNC(=O)c1cc(Cl)cc([N+](=O)[O-])c1 | -5.6 | -20.6 | -3.5 | 0.2 | -0.6 | 1.2 | -0.6 | 4.5 | -0.7
O=C(COC(=O)c1ccco1)NCCc1ccc(Cl)cc1 | 3.7 | 2.5 | -2.5 | -0.5 | -12.5 | -0.7 | -0.8 | -0.2 | -5.2

Part of the list above in order of length of the SMILES, ascending:
SMILES | Yp Topo-I inh | PrPC surface inh | FadD28 FP inh | BoNT-A LC inh2 | Anthrax LF inh2 | TcdB inh | PfHsp40 rescue | BoNT-F LC inh | CCHF vOTU inh
O=C(Cn1c(=O)oc2ccccc21)NCCc1ccccc1 | -3.1 | -5.5 | -1.0 | -0.4 | 7.8 | -2.2 | 1.1 | 4.4 | -9.0
COc1ccc(CCC(=O)OCC(=O)NCc2ccccc2)cc1 | 6.4 | 1.6 | -2.7 | -0.4 | -1.3 | 1.0 | -0.3 | -5.1 | -8.8
O=C(NNS(=O)(=O)c1ccccc1)c1ccc([N+](=O)[O-])cc1 | -1.2 | -19.3 | 1.5 | 2.6 | 12.8 | -24.4 | -0.3 | ? | -14.5
CC(C)NC(=O)COC(=O)CNC(=O)c1cc(Cl)cc([N+](=O)[O-])c1 | -5.6 | -20.6 | -3.5 | 0.2 | -0.6 | 1.2 | -0.6 | 4.5 | -0.7
Cc1cc(NC(=O)CCC(=O)N(C2CC2)C(C(=O)NC(C)(C)C)c2ccccc2Cl)no1 (stereo not given) | 10.5 | 1.3 | -2.6 | -1.0 | -13.5 | 0.5 | 1.2 | -17.0 | -14.0
